aGal spleen mod: inhibitors or activators of human alpha-galactosidase in spleen homogenate; P06280; human spleen homogenate, 4MU-alpha-Gal fluorescence, 40 min; Potency, µM (doses to about 80 µM), for the others: top-dose activity change, negative = inhibition, hits mostly inhibitors; hit rate 0.008% among 240,000;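 further: 0% = enzyme with vehicle and -100% = no enzyme basal signal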
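Inhibition or activation of alpha-galactosidase in human spleen homogenate is scored by 4-MU fluorescence after 40 min at 37C, pH 5.0, with 1 mM substrate. AC50s come from concentration-response fitted to the Hill equation.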
Tau fluor cs: counter-screen for tau fibril formation inhibitors; tau K18 P301L Alexa594 fluorescence, heparin fibrillization; Potency, µM (titrated, usually from 57.7 µM), without a hit: at the top dose activity change, negative = decrease; hit rate 0.93% among 280,000; AID 1463; further: on the % scale 0 is the no-effect control and ±100 the full control effect; nearly all actives have a fitted effect of over 55% in size
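Human tau K18 P301L (15 uM unlabeled, 0.24 uM Alexa 594-labeled) in 100 mM sodium acetate pH 7 with 20 uM heparin, 6 hr at 37 C. ThT 30 uM added, 1 hr ambient; Alexa 594 FP and total fluorescence read at 555/632 nm.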
ALDH1A1 block: inhibitors of human aldehyde dehydrogenase 1A1 | P00352 | hit rate 7.3% among 220,000 | AID 1030 | Purified ALDH1A1, NADH fluorescence, propionaldehyde substrate | Potency, µM (highest dose often 75.3 µM), for inactives: at the highest dose activity, negative = inhibition, hits mostly inhibitors; active means well fitted inhibition curve with a large enough effect, not every such curve was filed as active; inconclusive means small, poorly fitted or top-dose-only effect, or another doubt; inactive means no such curve, though single readings can be large or run the other way;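 further: plate controls were no enzyme wells and a reference inhibitor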
Target sequence (P00352 whole entry, looked up): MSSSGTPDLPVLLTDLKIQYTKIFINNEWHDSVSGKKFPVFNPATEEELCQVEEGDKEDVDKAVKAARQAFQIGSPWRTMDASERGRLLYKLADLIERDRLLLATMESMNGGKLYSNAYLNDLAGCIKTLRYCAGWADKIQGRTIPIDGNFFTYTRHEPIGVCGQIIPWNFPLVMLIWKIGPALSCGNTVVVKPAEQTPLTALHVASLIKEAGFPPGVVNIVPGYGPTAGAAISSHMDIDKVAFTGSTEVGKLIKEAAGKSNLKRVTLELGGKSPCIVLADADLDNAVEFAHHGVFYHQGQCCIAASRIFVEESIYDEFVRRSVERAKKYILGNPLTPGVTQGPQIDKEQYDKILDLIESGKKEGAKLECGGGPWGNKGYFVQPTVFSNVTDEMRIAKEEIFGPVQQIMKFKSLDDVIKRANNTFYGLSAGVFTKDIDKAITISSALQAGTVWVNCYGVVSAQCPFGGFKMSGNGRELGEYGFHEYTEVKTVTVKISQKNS
GAA inh: blocks human lysosomal alpha-glucosidase; P10253; purified human GAA, 4-MU-alpha-glucoside fluorescence; Potency, µM (top dose mostly 76.9 µM), without a hit: at the top dose activity change, negative = inhibition, usual class: inhibitors; hit rate 0.005% among 200,000;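 further: plate controls were uninhibited enzyme wells for no effect and no-enzyme background for full effect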
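Endpoint fluorogenic read: 20 min room-temperature reaction of 4 nM human alpha-glucosidase with 400 uM 4-methylumbelliferyl-alpha-D-pyranoside, pH 5.0, quenched with 1M NaOH/1M glycine pH 10. AC50 from Hill modeling.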
Epigenetic reg: epigenetic control regulation, reporter derepression. murine LDR cells, GFP reporter derepression, 30 h. Potency, µM (series often up to 53.9 µM), without a hit: at the top dose GFP activation, most hits filed as activators. hit rate 0.2% among 280,000. AID 1865; further: % of control where 0% means no effect; nearly all actives have a fitted effect of over 60% in size
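Readout is the number of GFP-expressing murine LDR cells, counted by cytometry following washing. Cells were treated with compound for 30 h at 37 C; the stably integrated CMV-GFP locus is normally silent.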
GAA glycogen mod: alters human alpha-glucosidase cleavage of glycogen; hit rate 0.38% among 300,000; Potency, µM (titrated, usually from 76.4 µM), for the others: at the highest dose activity change, negative = inhibition, hits mostly inhibitors; P10253; AID 2100; recombinant GAA, glycogen substrate, Amplex Red glucose oxidase fluorescence;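 further: 0% = full enzyme reaction and -100% = no-enzyme basal signal; the screen sought inhibitors and activators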
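Recombinant human alpha-glucosidase (4 nM final) hydrolysed bovine liver glycogen (30 ug) for 40 min at 37 C in pH 5.0 citrate/phosphate with 0.01% Tween-20. Released glucose detected by glucose oxidase/Amplex Red, Ex 573/Em 610 nm. Compounds up to 77 uM; AC50 from Hill fits.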
GAA spleen mod: inhibitors or activators of human alpha-glucosidase in spleen homogenate | human spleen homogenate, 4-MU-alpha-glucoside fluorescence | Potency, µM (doses to about 79.9 µM), inactives show top-dose activity change, negative = inhibition, usual class: inhibitors | AID 2112 | P10253 | hit rate 0.006% among 240,000;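 further: 0% = enzyme with vehicle and -100% = no enzyme basal signal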
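Human spleen homogenate (1 ug) with 4-methylumbelliferyl-alpha-D-glucopyranoside (1 mM final) in 50 mM citrate/phosphate pH 5.0, 0.01% Tween-20; 40 min at 37 C. Stopped at pH 10; 4-MU fluorescence Ex 365/Em 440 nm; AC50 by Hill fit.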
NPSR antag: blocks cAMP signaling of the human neuropeptide S receptor. hit rate 1% among 220,000. CHO-NPSR cells, cAMP TR-FRET, antagonist mode. Potency, µM (titrated, usually from 38.3 µM), without a hit: top-dose activity change, negative = inhibition, hits mostly inhibitors. Q6W5P4; further: on the % scale 0 is the no-effect control and ±100 the full control effect; nearly all actives have a fitted effect of over 50% in size; many of its hits are not listed in these tables
Target sequence (Q6W5P4 whole entry, looked up): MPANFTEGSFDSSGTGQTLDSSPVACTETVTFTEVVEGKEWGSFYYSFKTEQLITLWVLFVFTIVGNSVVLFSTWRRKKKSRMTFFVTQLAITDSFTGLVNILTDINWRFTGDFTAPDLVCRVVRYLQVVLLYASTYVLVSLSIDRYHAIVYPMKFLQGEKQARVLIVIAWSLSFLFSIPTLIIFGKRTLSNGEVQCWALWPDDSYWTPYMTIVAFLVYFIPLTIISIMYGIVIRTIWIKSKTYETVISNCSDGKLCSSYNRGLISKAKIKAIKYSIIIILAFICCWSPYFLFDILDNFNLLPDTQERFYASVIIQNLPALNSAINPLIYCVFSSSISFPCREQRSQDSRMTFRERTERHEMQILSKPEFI
The depositor's hits bear a star; ? = inconclusive; · = not tested or not shown; [ ] = dose if it differs, or a comment. Unless noted, the call rests on the fitted dose curve; in most records, active means well fitted curve in the direction sought with a large enough effect; inconclusive means small, poorly fitted or top-dose-only effect, or another doubt; inactive means no such curve, though single readings can be large; an effect the other way counts as inactive or inconclusive. Potency means the concentration at half of the fitted maximal effect. The list is partial; count on the stated rates, not on these rows.

SMILES | aGal spleen mod | Tau fluor cs | ALDH1A1 block | GAA inh | Epigenetic reg | GAA glycogen mod | GAA spleen mod | NPSR antag
COCCn1nnnc1C(c1cc2cc(C)cc(C)c2[nH]c1=O)N1CCN(c2ccccc2F)CC1 (stereo unspecified) | 3.2% | -2.8% | ? | 0.4% | 0.0% | -3.8% | -5.5% | 1.0%[46.1 µM]
CCOC(=O)CCc1c(C)nc(SCCCn2c(=O)[nH]c3ccccc32)c(C#N)c1C | -5.8% | -10.2% | 31.6µM* | -1.9% | -3.2% | -6.8% | -5.8% | -28.9%[46.1 µM]
O=C(COC(=O)C12CC3CC(CC(C3)C1)C2)Nc1ccc(OC(F)F)cc1 | -5.8% | ? | ? | -7.7% | -0.7% | -9.0% | -4.5% | ?
Brc1ccc(C2=CSC3=NCCN23)cc1 | -7.9% | -6.9% | 2.5% | 9.2% | 1.1% | 28.4% | -5.8% | -9.3%
CC1CCN(c2nc(-c3ccco3)c3c(c2C#N)CC(C)(C)OC3)CC1 | 9.1% | -2.7% | ? | 8.2% | -0.8% | -1.6% | -18.7% | ?
O=C(Nc1ccc(Cl)cc1)ON=C1CCCC1 | 9.2% | -8.2% | ? | -2.1% | -0.9% | -0.6% | 3.7% | 13.2%
Cc1nn(Cc2ccc(C(=O)NN)cc2)c(C)c1Cl | -1.5% | 4.6% | · | · | 1.1% | -16.9% | -3.3% | -0.2%
CN1/C(=C\C=C2/SC(=S)N(CC(=O)O)C2=O)C(C)(C)c2ccccc21 | -6.4% | ? | -3.3% | -2.5% | 1.1% | 20.3% | -5.9% | -20.4%
Cc1ccc(-c2cccc(-c3cc(=O)oc4ccc(C(C)(C)C)cc34)c2)cc1 | -0.1%[119 µM] | -26.7%[81.3 µM] | 19.6% | · | 0.6% | · | -9.1%[119 µM] | ·
O=C(N/N=C/c1ccc([N+](=O)[O-])o1)c1cc(-c2cccc(Br)c2)nc2ccccc12 | -2.5% | ? | 5.5% | -14.6% | 2.3% | -1.4% | -2.8% | -12.3%[46.1 µM]
C=CCn1c(SCC(=O)N2CCOCC2)nc2sc3c(c2c1=O)CCCC3 | 0.7% | -6.5% | -8.3% | -3.2% | -1.1% | -5.6% | -7.8% | -20.4%[46.1 µM]
CC1CN(c2ncnc3c2cnn3-c2ccc(Cl)cc2)CC(C)O1 (stereo unspecified) | -3.9% | -13.7% | -2.1% | -6.7% | -0.4% | -3.5% | 0.1% | -16.8%[46.1 µM]
CCOC(=O)c1c(CN2CCN(CCO)CC2)n(-c2ccccc2)c2cc(Br)c(O)cc12 | 2.2% | -26.5% | · | · | 1.1% | -4.9% | -1.5% | 47.2%
Cc1[nH]c2ccccc2c1/C=N/NC(=S)NC(C)C | 6.1% | 15.8µM*[quencher] | -1.0% | 2.4% | 2.3% | 7.94µM* | 4.2% | -14.3%
CCCCn1c(=S)[nH]c2ncccc2c1=O | 12.2% | -7.0% | 7.7% | -1.4% | 2.2% | 6.6% | -2.7% | 1.3%[46.1 µM]
CCOCCCn1c(SCC(=O)NCc2ccc3c(c2)OCO3)nc2ccccc2c1=O | -6.9% | -7.6% | -0.6% | 8.2% | -1.5% | 10.2% | -0.4% | -24.7%
CS(=O)(=O)N1CCN(c2ccccc2NC(=O)c2ccc(-c3ccc(Cl)cc3Cl)o2)CC1 | -8.6% | -15.6% | ? | 3.2% | ? | 4.6% | 0.0% | 3.16µM*
CCN1CC(CN(C)Cc2nc(COc3ccccc3)no2)CC1=O (stereo unspecified) | 3.1% | 1.8% | -2.0% | -11.1% | 1.5% | -2.7% | 0.1% | -6.3%
CN1C(=O)/C(=C/c2coc3ccc(O)cc3c2=O)SC1=S | 8.3% | -18.3% | 9.9% | -11.1% | 1.1% | -10.8% | 6.4% | -0.9%
COc1ccc(CCN(C(=O)C(F)(F)F)C(C(=O)NC2CCCC2)c2cccs2)cc1 (stereo unspecified) | -3.5% | -12.1% | -0.2% | -8.6% | -1.3% | 1.5% | -7.2% | ?
COC(=O)c1ccc(C(=O)N(CCN(C)C)c2nc3c(Cl)cccc3s2)cc1 | 10.6% | 4.6% | -1.5% | -3.2% | 1.0% | -3.3% | 2.4% | -14.0%
CCn1nc(C(=O)N2CCN(Cc3ccc4c(c3)OCO4)CC2)c2ccccc2c1=O | 13.9% | -5.7% | 2.5% | -1.6% | -1.0% | 19.7% | 4.7% | -7.1%[46.1 µM]
CCC(=O)n1nc(-c2ccc(Cl)cc2)nc1N | 0.8% | 0.9% | 10.6% | 11.5% | 1.0% | -5.8% | -1.5% | 12.6%
CN1CCN(C(=O)C23CC4CC(C2)CC(c2ccccc2)(C4)C3)CC1 | -3.3% | -5.3% | ? | · | -1.2% | 17.2% | 0.3% | 32.1%
O=C(N/C(=C/c1ccc(Cl)cc1)C(=O)N1CCCC1)c1ccccc1 | 4.1% | -3.0% | · | · | -3.3% | -6.5% | 0.8% | 2.8%

In the list so far, three contain two or more sulfur atoms.
SMILES | aGal spleen mod | Tau fluor cs | ALDH1A1 block | GAA inh | Epigenetic reg | GAA glycogen mod | GAA spleen mod | NPSR antag
CN1/C(=C\C=C2/SC(=S)N(CC(=O)O)C2=O)C(C)(C)c2ccccc21 | -6.4% | ? | -3.3% | -2.5% | 1.1% | 20.3% | -5.9% | -20.4%
C=CCn1c(SCC(=O)N2CCOCC2)nc2sc3c(c2c1=O)CCCC3 | 0.7% | -6.5% | -8.3% | -3.2% | -1.1% | -5.6% | -7.8% | -20.4%[46.1 µM]
CN1C(=O)/C(=C/c2coc3ccc(O)cc3c2=O)SC1=S | 8.3% | -18.3% | 9.9% | -11.1% | 1.1% | -10.8% | 6.4% | -0.9%

(cont.)
SMILES | aGal spleen mod | Tau fluor cs | ALDH1A1 block | GAA inh | Epigenetic reg | GAA glycogen mod | GAA spleen mod | NPSR antag
CC(O)Cn1c(=O)c2c(nc(Br)n2Cc2ccccc2)n(C)c1=O (stereo unspecified) | 9.2% | -2.6% | 6.3% | 2.9% | 0.0% | -9.2% | 3.0% | 6.9%
CCOC(=O)C1(Cc2ccc(Cl)cc2)CCN(C(=O)C2=NNC(=O)CC2)CC1 | 1.1% | 6.3%[2.34 µM] | 12.8% | 13.3% | -0.2% | -6.4% | -1.9% | -9.6%
COc1ccc(NC(=O)/C=C/c2c(Cl)nc3ccccn23)cc1 | -8.0% | -26.0% | ? | 1.3% | 0.2% | 3.0% | · | -34.7%
COc1ccccc1-c1cncnc1NCCc1cnc[nH]1 | -30.0% | -4.4% | 10.3% | · | 1.5% | · | -2.6% | ·
COc1ccc(CNC(=O)CSc2nc3cccnc3s2)cc1 | 7.4% | 2.4% | ? | 3.6% | 0.0% | -4.9% | 6.2% | -15.2%
COc1cc(C2c3[nH]c4ccccc4c3CCN2Cc2cn(C)nc2C)ccc1F (stereo unspecified) | 11.9% | -14.2% | -15.0% | · | 1.0% | -5.1% | 1.9% | 15.1%
COC(=O)Nc1ccc(=O)n(Cc2c(Cl)cccc2Cl)c1 | 1.6% | -4.7% | ? | 5.3% | 0.5% | 1.4% | -17.7% | -10.7%[46.1 µM]
CC(=O)C1C(=O)CC(C)(O)C(C(C)=O)C1c1ccccc1 (stereo unspecified) | 5.7% | 0.4% | 7.6% | -3.6% | -5.2% | 7.5% | 6.1% | 10.9%
Cc1ccc(C2=NN=C(NC(=O)C(F)(F)F)SC2)cc1 | 1.8% | -24.8% | -18.0% | -8.6% | 0.9% | -26.8% | 1.3% | -15.7%
COc1ccc(/C=N/NC(=O)c2ccn[nH]2)cc1COc1ccc(Cl)cc1Cl | 3.2% | -7.3% | ? | -1.4% | -1.0% | -1.4% | 1.9% | -21.7%[46.1 µM]
N#CC1C(C#N)N2CCCN2C1c1ccc(Cl)cc1 (stereo unspecified) | 16.0% | -6.4% | 7.6% | -2.3% | 0.0% | ? | -13.8% | -3.5%[46.1 µM]
COc1cc(-c2cc(=O)c3c(O)c(OC)c(OC)c(O)c3o2)ccc1O | -1.3% | ? | 28.2µM* | · | -3.0% | 22.4µM* | -24.9% | -2.2%
O=C(Cn1nnc(-c2ccccc2NC(=O)c2ccccc2F)n1)NCc1ccco1 | -2.3% | -5.5% | -7.1% | -3.1% | 1.4% | 2.5% | -2.6% | -13.9%[46.1 µM]
CCN(CC)S(=O)(=O)c1cccc(-c2nnc(SCC(=O)c3cc(C)n(C4CC4)c3C)o2)c1 | 3.1% | -11.0% | 4.8% | -10.4% | -1.0% | 4.8% | 1.5% | ?
OCCNc1nc(Nc2ccc(Br)cc2)nc2ccccc12 | 1.5% | ? | ? | 2.8% | 1.3% | 1.6% | -13.3% | -26.7%
O=C(N/N=C/c1ccc([N+](=O)[O-])cc1)c1cc(C2CC2)nc2ccccc12 | 2.6% | ? | · | · | 0.1% | -3.4% | -3.5% | -19.9%
COc1cc(/C=C/C(=O)Nc2nnc(C(C)(C)C)s2)cc(OC)c1OC | 2.0% | 6.8% | ? | 4.8% | 0.0% | -3.5% | 6.5% | -7.8%
Cc1cc(C)nc(NC2=NCC(=O)N2c2ccccc2)n1 | 3.2% | -5.8% | ? | 2.0% | -0.8% | 6.6% | 0.9% | 3.0%[46.1 µM]
COc1ccc(-n2c(COc3ccc(C)cc3)nnc2SCc2ccc(C#N)cc2)cc1 | -7.8% | -8.9% | ? | -14.7% | -2.0% | -4.6% | -4.2% | ?
CN1CCN(c2ccc([N+](=O)[O-])cc2C(=O)c2ccc(Cl)cc2)CC1 | 2.2% | -8.2% | ? | 0.9% | -0.9% | 4.8% | -2.6% | -10.6%[46.1 µM]
CCOC(=O)C1CCN(C(=O)C2CCN(S(=O)(=O)CC)CC2)CC1 | -25.5% | -9.9% | -2.8% | -10.9% | -0.1% | 0.9% | -28.4% | 9.9%[46.1 µM]
O=C(O)CC(=O)Nc1ccc(Oc2ccc(C(F)(F)F)cn2)c(Cl)c1 | -16.4% | -11.5% | 5.5% | 0.4% | -0.5% | 5.7% | -16.8% | 12.7%
O=C(Nc1cccc(O)c1)N1CCOCC1 | 9.5% | -2.6% | -2.7% | -5.4% | -0.8% | -3.0% | 0.7% | -8.9%[46.1 µM]
CC(C)(C)c1cc(C(=O)N2CCc3ccccc32)ccn1 | 1.7% | 3.8% | 1.7% | 7.0% | -5.3% | -11.9% | 6.7% | -9.7%[46.1 µM]

Assay outcomes: PubChem, National Center for Advancing Translational Sciences (NCATS)
